ERp5 block: blocks human ERp5 reductase activity on insulin. AID 651711. 350,000 tested, 0.05% active. inhibition, % at 9.99 µM. ERp5 insulin aggregation, absorbance 650 nm, 90 min;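 active means mean replicate inhibition above about 25%, with every replicate also reaching it, limit read from the data, passing the limit was not always enough; inconclusive means only one of those two criteria met; inactive means neither criterion met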
Target sequence (Q15084 whole entry, looked up): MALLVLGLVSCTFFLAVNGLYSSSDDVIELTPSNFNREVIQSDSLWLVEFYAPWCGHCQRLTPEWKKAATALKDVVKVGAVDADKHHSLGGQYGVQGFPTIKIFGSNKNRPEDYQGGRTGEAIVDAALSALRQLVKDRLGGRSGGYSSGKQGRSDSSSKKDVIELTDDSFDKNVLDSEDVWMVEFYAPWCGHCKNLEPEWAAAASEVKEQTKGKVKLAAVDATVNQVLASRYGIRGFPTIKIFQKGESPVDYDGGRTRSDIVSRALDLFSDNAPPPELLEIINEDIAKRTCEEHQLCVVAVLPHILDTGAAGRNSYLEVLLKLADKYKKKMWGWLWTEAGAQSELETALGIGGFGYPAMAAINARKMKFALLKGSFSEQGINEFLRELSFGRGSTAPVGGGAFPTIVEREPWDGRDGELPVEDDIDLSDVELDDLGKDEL
PglD DTNB: PglD (C. jejuni) enzyme inhibition; purified PglD enzyme, DTNB colorimetric CoA detection; 360,000 tested, 0.098% active; inhibition, % at 12.5 µM; in the data active means inhibition above about 16%, passing the limit was not always enough; inconclusive means no clear call, values can overlap the other calls; further: strong numbers were not always called active
E-selectin induc: induces E-selectin expression in human endothelial cells; HUVEC E-selectin immunofluorescence imaging; normalized: neutral wells 0, TNF-alpha wells 100; 260,000 tested, 0.37% active; P16581; activation, % at 7.58 µM;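 active means mean E-selectin-positive cell signal at least 10% of the positive control, reached in at least 60% of replicates, without over 20% cell loss; inconclusive means no rule given, readout overlaps actives, possibly toxicity-flagged; inactive means the rest, including those meeting only one limit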;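 further: in these data hits start at about 27%; measured in HUVEC primary endothelial cells; signal is the percent of cells scored E-selectin positive by PE staining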
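Test system: HUVEC; input: 3,000 HUVEC/well; measured by: immunofluorescence imaging; read-out: % PE-positive cells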
C2C12 statin: suppression of simvastatin myotoxicity. C2C12 myotubes + simvastatin, ATP luminescence, 48 h; scaled: DMSO 0, geranylgeraniol control 100. rescue of ATP level, % at 7.49 µM. 330,000 tested, 0.78% active. AID 602340;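 active means mean ATP rescue above about 67%, or every replicate alone reaching that limit, limit read from the data, passing the limit was not always enough; inconclusive means no clear call, values can overlap the other calls; inactive means mean under the limit and some replicate under it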;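 further: myotubes were challenged with 10 µM simvastatin during compound exposure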
S100A4 inh HTS: blocks human S100A4 binding to myosin IIA peptide; 360,000 tested, 0.14% active; S100A4/TAMRA-MyoIIA peptide fluorescence polarization; inhibition, % at 10.7 µM; AID 652163; P26447;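 active means mean inhibition of at least 70% across replicates, with every replicate also reaching that level; inconclusive means mean inhibition reaches 70% but some replicates fall short; inactive means mean inhibition below 70%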
Target sequence (P26447 whole entry, looked up): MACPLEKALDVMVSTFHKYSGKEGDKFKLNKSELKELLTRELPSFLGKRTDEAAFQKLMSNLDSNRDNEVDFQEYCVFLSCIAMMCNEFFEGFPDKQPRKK
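Material: S100A4 monomer protein | Medium: HEPES pH 7.2 with CaCl2, KCl, NaCl, DTT, Triton | Reagent: Labelled myosin peptide probe, 5 nM | Doses: One dose per compound | Times: 5 min incubation before reading | Benchmarks: Neutral control DMSO, positive control TFP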
DENV2 CPE rescue: protects cells from dengue virus 2 cytopathic effect. DENV2-infected cells, cytopathic effect rescue, plate reader. CPE inhibition, % at 9.99 µM. 350,000 tested, 1.7% active. AID 651640; in the data active means CPE inhibition above about 20%, passing the limit was not always enough; inconclusive means no clear call, values can overlap the other calls; tested in BHK-21 cells;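 further: 0% = median of neutral control wells and 100% = median of positive control wells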
SIRT5 inh: sirtuin-5 (human) deacylase inhibition | Q9NXA8 | 330,000 tested, 1.1% active | Purified SirT5, succinyl-peptide AMC, trypsin-coupled fluorescence | inhibition, % at 15 µM | AID 652115; in the data active means inhibition above about 15%; inconclusive means no clear call, values can overlap the other calls
Target sequence (Q9NXA8 whole entry, looked up): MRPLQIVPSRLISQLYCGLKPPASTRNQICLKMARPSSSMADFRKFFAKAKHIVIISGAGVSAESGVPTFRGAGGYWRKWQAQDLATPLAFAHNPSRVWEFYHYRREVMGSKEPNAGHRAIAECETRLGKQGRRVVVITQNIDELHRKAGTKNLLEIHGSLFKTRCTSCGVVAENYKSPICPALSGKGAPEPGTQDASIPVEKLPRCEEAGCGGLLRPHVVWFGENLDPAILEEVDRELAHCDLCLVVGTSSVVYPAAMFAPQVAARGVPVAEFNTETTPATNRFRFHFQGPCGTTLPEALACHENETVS
Starred values were filed as active, the others as inactive; ? = inconclusive; . = not tested or not shown; & = joins results of further samples. An excerpt (hit frequency here may not be typical).

SMILES | ERp5 block | PglD DTNB | E-selectin induc | C2C12 statin | S100A4 inh HTS | DENV2 CPE rescue | SIRT5 inh
CCc1ccc(NC(=O)Cc2c(C(=O)O)n(C)c3ccccc23)cc1 | 3 | 8 | . | -2 | 0 | -9 | -3
CN1c2ccc(-c3ccccc3)cc2[C@@H]2[C@@H](CCN2C(=O)NC2CCCC2)[C@H]1CO | -3 | 2 | 0.5 | -5 | -10 | -24 | -9
Cc1ccc(S(=O)(=O)N(C)C[C@H]2OCCCC[C@@H](C)Oc3ccc(NC(=O)CCCCCC(=O)Nc4ccccc4N)cc3C(=O)N([C@H](C)CO)C[C@@H]2C)cc1 | 15 | . | -0.2 | . | -12 | 3 | 8
CO[C@@H]1CN(C)C(=O)c2cc(NC(C)=O)ccc2OC[C@@H](C)N(C(=O)c2ccccc2F)C[C@H]1C | -10 | -4 | -0.2 | 2 | 1 | -2 | 0
Cc1ccc(C)c(N2CCN(C(=O)c3cc4c(C)nc5ccccc5c4o3)CC2)c1 | 5 | 1 | . | 6 | 6 | -4 | 0
C[C@@H]1CN([C@H](C)CO)C(=O)c2cc(-c3ccccc3)cnc2O[C@H]1CN(C)Cc1ccccn1 | 10 | 3 | 0.2 | 10 | 46 | -3 | 1
O=S(=O)(CCN1CCOCC1)c1ccccc1 | -1 | -3 | 0.0 | -1 | -8 | 4 | -4
COc1ccccc1S(=O)(=O)N[C@H]1C=C[C@@H](CC(=O)N2CCCCC2)O[C@H]1CO | 0 | 6 | -0.5 | 4 | -7 | 2 | -1
O=C(N[C@@H]1CC[C@@H](CCNS(=O)(=O)c2ccc(F)cc2)O[C@H]1CO)c1ccccn1 | 5 | 4 | 0.2 | -8 | -2 | 11 | -1
COC(=O)C1=C(C)N(CC(C)C)C(=S)NC1c1cccc(Br)c1 (centres undefined) | -4 | . | -0.2 | . | -31 | -13 | .
Cc1ccc(OCC(=O)N(Cc2cccc(F)c2)C2CCS(=O)(=O)C2)cc1 (centres undefined) | 3 | -1 | 0.5 | 9 | 4 | 7 | 3
C[C@H](CO)N1C[C@H](C)[C@H](CN(C)C(=O)c2ccccc2)Oc2cc(C#C[C@@H](C)O)ccc2S1(=O)=O | -2 | -1 | -0.5 | 4 | 30 | 9 | 3
Cc1ccc(CSCc2nc3ccccc3[nH]2)cc1 | 1 | . | . | . | 2 | -2 | -2
O=[N+]([O-])c1ccc2[nH]cc(S(=O)(=O)N3CCN(c4cccc(Cl)c4)CC3)c2c1 | 2 | -1 | 0.3 | -49 | 3 | 2 | -4
CN1CCN(C(=O)C[C@@H]2CC[C@@H]3[C@H](COC[C@@H](O)CN3CC3CC3)O2)CC1 | 2 | 2 | 0.0 | -2 | 4 | -7 | -3
C[C@@H]1CCCCO[C@@H](CN(C)S(=O)(=O)c2cn(C)cn2)[C@H](C)CN([C@@H](C)CO)C(=O)c2cc(NC(=O)c3ccncc3)ccc2O1 | -4 | 2 | 1.0 | . | 9 | -1 | 4
CCNC(=O)C[C@H]1CC[C@H]2[C@H](COc3ccc(NC(=O)c4ccc(F)c(F)c4)cc3C(=O)N2C)O1 | 2 | 7 | 0.2 | -46 | 4 | 88* | 1
CC(C)C#Cc1ccc2c(c1)O[C@H](CN(C)C(=O)c1ccncc1)[C@H](C)CN([C@@H](C)CO)S2(=O)=O | 14 | 4 | 2.7 | -5 | 3 | 10 | -6
COC(=O)C1=C(C)N(Cc2cccc(C(F)(F)F)c2)C(=NCc2ccccc2)NC1c1ccccc1C(F)(F)F (centres undefined) | -7 | . | 3.1 | . | -6 | -6 | 1
CCCC(=O)NC(Nc1c(C)n(C)n(-c2ccccc2)c1=O)C(Cl)(Cl)Cl (centres undefined) | 4 | -4 | . | -14 | 7 | -2 | -3
C[C@@H]1CN([C@H](C)CO)C(=O)c2cc(NC(=O)CCC(F)(F)F)ccc2O[C@@H](C)CCCCO[C@H]1CN(C)Cc1ccc(C(=O)O)cc1 | 2 | -1 | -0.2 | . | 5 | -6 | 0
CCC(C)(C)C1CCC2(CC1)NC(=O)N(CC(=O)NCCOc1ccccc1)C2=O (centres undefined) | -1 | -3 | . | 16 | -3 | 5 | 0
O=C(CN1C(=O)c2cccc3cccc(c23)C1=O)N1CCCCC1 | 5 | . | . | . | 0 | -8 | -16
COc1ccccc1NC(=O)N1[C@@H]2CNC[C@H]1C2c1ccc(-c2ccccc2OC)cc1 (some centres undefined) | -4&-1 | . | 0.1&0.1 | . | -26&-2 | 0&-4 | 0&2
Cc1nn(-c2ccc(F)cc2)c(Cl)c1C(=O)N(C)CC(=O)Nc1cccc(F)c1 | 1 | -4 | -0.4 | -12 | 3 | 2 | -1

Arranged by value in DENV2 CPE rescue (low to high): some entries from above.
| SMILES | ERp5 block | PglD DTNB | S100A4 inh HTS | DENV2 CPE rescue | SIRT5 inh |
| --- | --- | --- | --- | --- | --- |
| COC(=O)C1=C(C)N(CC(C)C)C(=S)NC1c1cccc(Br)c1 (centres undefined) | -4 | . | -31 | -13 | . |
| Cc1ccc(CSCc2nc3ccccc3[nH]2)cc1 | 1 | . | 2 | -2 | -2 |
| CCNC(=O)C[C@H]1CC[C@H]2[C@H](COc3ccc(NC(=O)c4ccc(F)c(F)c4)cc3C(=O)N2C)O1 | 2 | 7 | 4 | 88* | 1 |

(more compounds)
SMILES | ERp5 block | PglD DTNB | E-selectin induc | C2C12 statin | S100A4 inh HTS | DENV2 CPE rescue | SIRT5 inh
Cc1nc2sc3c(c2c(=N)n1N)CCCC3 | 3 | . | . | . | -9 | 5 | -3
COc1ccc(CN2C3CCC2CC(NC(=O)c2cc(OC)c(OC)c(OC)c2)C3)cc1 (centres undefined) | 2 | 14 | . | -2 | -8 | -1 | -5
CN1CCN(C(=O)C[C@@H]2CC[C@H]3[C@@H](COC[C@H](O)CN3C(=O)C3CCCC3)O2)CC1 | -7 | -1 | 0.0 | 3 | -54 | 76* | 0
COc1cccc(CN(C)C(=O)CN2C(=O)NC(c3ccccc3)(c3ccccc3)C2=O)c1 | 1 | 3 | -0.3 | 38 | -1 | -1 | 2
CC(C)Cc1nnc(NC(=O)CCC(=O)N2CCN(c3ccccc3)CC2)s1 | -1 | -5 | . | -8 | -6 | 2 | -1
COc1cccc(-c2ccc3n(c2=O)C[C@H]2[C@H](CO)[C@@H](C(=O)N4CCOCC4)N[C@@H]32)c1 | -2 | 0 | 0.7 | 4 | 85* | ? | -15
COCC(=O)Nc1ccc2c(c1)[C@H]1C[C@H](CC(=O)NCc3cccnc3)O[C@@H](CO)[C@H]1O2 | 2 | 0 | -0.4 | 5 | 3 | 13 | -5
CCN(Cc1cnn(C)c1)C(=O)c1cc(COc2cc(C)c(Cl)c(C)c2)on1 | 1 | -8 | . | 15 | -1 | 5 | -2
COc1ccc(CCn2c(=O)c3cccnc3n(Cc3cccc([N+](=O)[O-])c3)c2=O)cc1OC | 0 | . | 27* | . | 2 | 2 | 0
CC(=O)CSc1nnc(-c2ccco2)n1-c1ccccc1 | 5 | -105 | 0.0 | 15 | -1 | -7 | -2
CCN1CCSc2ccc(C(=O)NCc3cccc(F)c3)cc21 | -3 | 0 | 0.2 | 2 | 3 | -1 | 8
Cc1nn(C)c(Cl)c1CN1CCC(CO)(CC2CCCCO2)CC1 (centres undefined) | 0 | -4 | . | -11 | -1 | 3 | -4
CCSC(=S)Nc1c(C)n(C)n(-c2ccccc2)c1=O | -4 | -4 | . | 2 | 7 | -4 | -1
C[C@@H]1CCCCO[C@H](CN(C)Cc2ccc3c(c2)OCO3)[C@H](C)CN([C@@H](C)CO)C(=O)c2cc(NC(=O)CCC(F)(F)F)ccc2O1 | 4 | 0 | 0.1 | . | -20 | 5 | -2
COc1cc2c(cc1OC)C(C)N(C(=O)c1cccc([N+](=O)[O-])c1)CC2 (centres undefined) | 2 | . | . | . | -1 | -2 | -1
COc1ccc(C(=O)CC2SC(N)=NC2=O)cc1 (centres undefined) | -5 | . | 0.7 | . | 1 | -6 | .
N#Cc1cnc(Oc2ccc(Cl)cc2)nc1N | 3 | 8 | 0.0 | -11 | 3 | 7 | 0
Cc1ccc(NC(=O)CSCC(=O)N2CCN(c3cccc(C(F)(F)F)c3)CC2)cc1 | 11 | 7 | -0.5 | 4 | -5 | -2 | 0
Cc1cccc(-n2cc(CN3CCN(Cc4nccn4C)CC3)c(-c3cccc(F)c3)n2)c1 | 0 | . | . | . | -1 | -2 | 2
C[C@@H]1CN([C@H](C)CO)C(=O)c2cc(C#CCN(C)C)cnc2O[C@@H]1CN(C)Cc1ccc2c(c1)OCO2 | -4 | 1 | 0.4 | 7 | -3 | 16 | 0
CC(=O)Nc1cc([N+](=O)[O-])ccc1N1CCOCC1 | 4 | . | . | . | 1 | 0 | 0
CC(C)(C)c1ccc(C(CC(=O)O)NC(=O)Cc2ccc(Cl)cc2)cc1 (centres undefined) | -1 | 1 | 0.0 | 1 | 0 | -4 | -3
COc1ccc(Nc2nc(Nc3ccc(OC)cc3)nc(SC3=NCCS3)n2)cc1 | -5 | 4 | . | . | 4 | . | -4
CNC[C@@H]1Oc2c(cccc2N(C)C)C(=O)N([C@H](C)CO)C[C@H]1C | -3 | 2 | 0.1 | 46 | 14 | 14 | .
O=C(NC1CC2CCCC(C1)N2Cc1ccccc1)c1cccc(Cl)c1 (centres undefined) | 5 | -1 | . | -5 | -1 | 11 | 1

Just DENV2 CPE rescue and ERp5 block, for some of the entries so far:
molecule | DENV2 CPE rescue | ERp5 block
COc1ccc(C(=O)CC2SC(N)=NC2=O)cc1 (centres undefined) | -6 | -5
N#Cc1cnc(Oc2ccc(Cl)cc2)nc1N | 7 | 3
Cc1ccc(NC(=O)CSCC(=O)N2CCN(c3cccc(C(F)(F)F)c3)CC2)cc1 | -2 | 11

Continuation:
SMILES | ERp5 block | PglD DTNB | E-selectin induc | C2C12 statin | S100A4 inh HTS | DENV2 CPE rescue | SIRT5 inh
COC(=O)c1cccc(CSc2nc3ccccc3[nH]2)c1 | 0 | 0 | -0.1 | . | -1 | . | 3
C[C@@H]1CN([C@H](C)CO)S(=O)(=O)c2ccc(C#Cc3ccc(F)cc3)cc2O[C@H]1CN(C)C(=O)NC1CCCCC1 | -8 | -1 | -4.2 | -45 | 7 | 0 | 18*
Cc1csc(N=Cc2ccc([N+](=O)[O-])o2)n1 | 6 | . | 0.6 | . | 3 | 0 | -2
Cc1cc(=O)n(C)c(=O)n1CCCCOc1cccc([N+](=O)[O-])c1 | -7 | . | . | 3 | 0 | 4 | 9
O=C(Nc1ccccc1)N1CCCC1c1cccs1 (centres undefined) | 3 | 2 | 0.0 | . | -3 | -10 | 0
COc1ccccc1C(CNC(=O)c1cc(C)nc2ccccc12)N(C)C (centres undefined) | 3 | -5 | . | -16 | -6 | -3 | 1
Clc1ccccc1-c1ccc2ncnc(NCc3cccnc3)c2c1 | 9 | 1 | -0.2 | 10 | -3 | 3 | 0
Cc1ccc2sc(N(CCN(C)C)C(=O)c3ccc4ccccc4c3)nc2c1C | 3 | 1 | . | -6 | 7 | -3 | -2
C[C@@H]1CN([C@@H](C)CO)C(=O)c2cc(NS(=O)(=O)c3ccc(Cl)cc3)ccc2O[C@@H]1CN(C)S(=O)(=O)c1cccs1 | -5 | 1 | -0.4 | 13 | -40 | 2 | 4
O=C(NCC[C@H]1CC[C@@H](NC(=O)c2cnccn2)[C@@H](CO)O1)Nc1ccc(F)cc1 | 0 | 2 | -0.1 | -9 | 2 | 1 | -3
Cc1c(C(=O)NN)sc(-c2ccccc2)c1C#N | 5 | . | . | . | 2 | 1 | -3
COc1cccc(Cn2nnc(C(=O)NCc3ccc4c(c3)OCO4)c2N)c1 | 4 | . | 0.0 | . | -5 | 2 | 1
CCOc1ccc(-n2c(=S)sc3c(=O)n(-c4ccccc4)c(SC)nc32)cc1 | 1 | 1 | 0.1 | -1 | -2 | 7 | -7
Cc1ccccc1S(=O)(=O)N1CC[C@@H]2[C@H]1c1cc(-c3cccc(F)c3)ccc1N[C@@H]2CO | 1 | -1 | -0.9 | 7 | 8 | -13 | 3

From PubChem
